Bioassay records from PubChem.
Giardia kill = Giardia lamblia killing; Giardia lamblia trophozoite viability; activity change, % at 7.66 µM, hits read low; actives 0.15% (n = 340,000); in the data active means activity change below about -80%; inconclusive means between about -30% and that limit;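 further: parasites exposed to compound for two days anaerobically before the ATP read; on the % scale 0 is the no-effect control and ±100 the full control effect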
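ATP-content bioluminescence gauges trophozoite survival. Cells (100/well) receive compound and incubate anaerobically for 48 hrs at 37 deg C; detection reagent follows for 15-30 min at room temperature.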
Menin-MLL TR inh = displaces Texas Red mutant MLL peptide from human menin; actives 0.23% (n = 270,000); O00255; Menin + Texas Red MLL mutant peptide, fluorescence polarization; Potency, µM (top dose mostly 61.6 µM), for inactives: at the top dose FP activity change, negative = inhibition, hits mostly inhibitors; active means well fitted inhibition curve with a large enough effect in the polarisation, with a control signal flat, not every such curve was filed as active; inconclusive means small, poorly fitted or top-dose-only effect, or effect the other way, or a change in a side signal; inactive means no such curve, though single readings can be large or run the other way; the % refers to the polarisation; further: potency means the concentration at half of the fitted maximal effect; % of control where 0% means no effect; many of its hits are not listed in these tables
B2AR arrestin = agonists driving beta-arrestin recruitment to human beta2-adrenergic receptor; beta-arrestin recruitment to beta2AR, cell-based reporter; Potency, µM (doses to about 46.1 µM), for the others: at the highest dose activation, hits mostly activators; actives 0.02% (n = 330,000); AID 492947;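 further: potency means the concentration at half of the fitted maximal effect; 0% = DMSO controls and full agonism = EC100 isoproterenol or metaproterenol; nearly all actives have a fitted effect of over 65% in size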
Target sequence (P07550 whole entry, looked up): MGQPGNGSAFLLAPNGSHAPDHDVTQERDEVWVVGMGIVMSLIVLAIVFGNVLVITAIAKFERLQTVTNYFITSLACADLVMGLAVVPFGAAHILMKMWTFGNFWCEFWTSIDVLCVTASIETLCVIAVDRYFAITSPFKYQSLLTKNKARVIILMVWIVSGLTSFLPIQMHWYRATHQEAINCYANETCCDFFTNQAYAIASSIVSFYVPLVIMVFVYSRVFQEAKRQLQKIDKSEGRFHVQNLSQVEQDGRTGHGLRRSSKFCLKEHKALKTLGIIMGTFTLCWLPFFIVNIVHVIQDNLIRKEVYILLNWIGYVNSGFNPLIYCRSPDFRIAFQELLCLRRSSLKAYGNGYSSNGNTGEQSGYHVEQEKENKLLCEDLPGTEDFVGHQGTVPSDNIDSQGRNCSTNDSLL
ASM inhibitor = inhibitors of human secretory acid sphingomyelinase. placental ASM, HMU-PC fluorogenic substrate, 60 min. Potency, µM (series often up to 57.5 µM), for inactives: at the highest dose activity change, negative = inhibition, actives largely listed as inhibitors. actives 0.006% (n = 340,000). AID 504937; further: potency means the concentration at half of the fitted maximal effect
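Fluorogenic HMU-PC substrate (9 uM final) is turned over by placental ASM in 60 min at 37 C after a 10 min compound preincubation. Reaction ended by alkaline stop (pH 10), with fluorescence read at 386/447 nm.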
a7 integrin act = integrin-mediated muscular dystrophy alleviation activation; alpha7betagal myoblasts, beta-gal FDG fluorescence, 48 h; Potency, µM (highest dose often 38.3 µM), for the others: at the top dose activation, actives largely listed as activators; actives 0.064% (n = 350,000); AID 624291;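 further: potency means the concentration at half of the fitted maximal effect; 100% = response of the positive control SU9516; nearly all actives have a fitted effect of over 60% in size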
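alpha7betagal+/- myoblasts (passage 13, 250/well) treated 48 h at 37C with compounds at 1:260 dilution of DMSO stock. Lysed, then beta-galactosidase activity read as FDG fluorescence (ex 480/em 540) after 30 min, with pre-read for autofluorescence.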
PTAP TSG101 blk = blocks PTAP/TSG101 interaction to inhibit HIV-1 budding; Q99816; Fluorescence polarization, FITC-PTAP peptide / Tsg101 binding; Potency, µM (series often up to 115 µM), for the others: top-dose activity change, negative = inhibition, hits mostly inhibitors; 340,000 tested, under 10 active; AID 493005; active means well fitted inhibition curve with a large enough effect in the main read-out, with a control signal flat, not every such curve was filed as active; inconclusive means small, poorly fitted or top-dose-only effect, or effect the other way, or a change in a side signal; inactive means no such curve, though single readings can be large or run the other way; further: potency means the concentration at half of the fitted maximal effect; % of control where 0% means no effect
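Fluorescence polarization binding of Tsg101 binding domain (10 uM final) to FITC-labeled PTAP peptide (50 nM final) in HEPES pH 7.5 buffer with NaCl, Tween 20, EDTA, TCEP. Compounds added before peptide; binding 20 min at RT.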
PKM2 activator = activators of human pyruvate kinase M2; P14618; Potency, µM (top dose mostly 57.5 µM), for inactives: at the highest dose activation, usual class: activators; actives 0.34% (n = 260,000); purified PKM2, Kinase-Glo ATP luminescence, activation; response scale: 0% is enzyme alone, no compound; further: potency means the concentration at half of the fitted maximal effect; on the % scale 0 is the no-effect control and ±100 the full control effect; nearly all actives have a fitted effect of over 55% in size
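Purified hPK-M2 (>95%) run at intermediate activity with 0.1 mM ADP and 0.5 mM PEP in 50 mM imidazole pH 7.2, KCl, MgCl2; 1 h room temperature. ATP formed read by Kinase-Glo luminescence; normalized to uninhibited and no-enzyme controls.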
Tb PFK inh = T. brucei PFK enzyme inhibition; actives 0.17% (n = 330,000); T. brucei PFK, ADP-Glo luminescence; Potency, µM (series often up to 57.5 µM), inactives show at the top dose activity, negative = inhibition, actives largely listed as inhibitors; O15648;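 further: potency means the concentration at half of the fitted maximal effect; 0% = uninhibited 1x PFK enzyme wells and -100% = no-enzyme wells; nearly all actives have a fitted effect of over 60% in size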
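In TEA buffer at pH 8.0 with 5 mM MgCl2, enzyme (1.25 nM) converted F6P (0.5 mM) and ATP (0.1 mM) for 45 min at room temperature. ADP product was read by luciferase luminescence.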
GALK inh = inhibitors of human galactokinase. P51570. Purified GALK, Kinase-Glo residual ATP luminescence. Potency, µM (series often up to 57.5 µM), for inactives: at the highest dose activity change, negative = inhibition, hits mostly inhibitors. actives 0.007% (n = 270,000). AID 1868; further: potency means the concentration at half of the fitted maximal effect; on the % scale 0 is the no-effect control and ±100 the full control effect
Target sequence (P51570 whole entry, looked up): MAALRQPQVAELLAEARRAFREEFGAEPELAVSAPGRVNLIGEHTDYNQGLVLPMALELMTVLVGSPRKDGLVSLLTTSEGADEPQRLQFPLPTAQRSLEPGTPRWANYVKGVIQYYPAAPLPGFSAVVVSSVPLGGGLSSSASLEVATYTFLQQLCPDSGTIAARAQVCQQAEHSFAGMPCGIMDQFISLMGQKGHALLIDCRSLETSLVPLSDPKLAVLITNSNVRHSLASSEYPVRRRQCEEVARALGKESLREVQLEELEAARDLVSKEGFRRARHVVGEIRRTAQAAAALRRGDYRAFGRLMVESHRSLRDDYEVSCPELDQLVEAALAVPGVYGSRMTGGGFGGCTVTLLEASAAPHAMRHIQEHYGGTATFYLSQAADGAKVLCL
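Kinase-Glo Plus luminescence measured ATP left after a 1 h room-temperature reaction. The reaction used 5 nM GALK, 100 uM galactose and 35 uM ATP at pH 8.0 (20 mM HEPES, 5 mM MgCl2, 60 mM NaCl, 1 mM DTT, 0.01% BSA).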
Coupling enz = counter-screen for Giardia aldolase inhibitors: coupling enzyme system | coupling enzyme system counterscreen, AmpLite Red fluorescence | activity change, negative = inhibition, % at 58.2 µM, hits read low | actives 0.67% (n = 290,000) | AID 2472; in the data active means activity change below about -30%; further: on the % scale 0 is the no-effect control and ±100 the full control effect
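Fluorescence at 525 nm excitation and 598 nm emission measured inhibition of the coupled detection system without aldolase. Compounds (at 57.5 uM final) were preincubated 10 min at room temperature with coupling enzyme reagent before a 20 min substrate/AmpLite Red step.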
BCR signal inh = inhibitors of chronic active B-cell receptor signaling. ABC-DLBCL IkBa-CBG/CBR reporter, luminescence ratio, 4 h. Potency, µM (titrated, usually from 46.1 µM), for inactives: top-dose ratio change, negative = lower green/red ratio, hits mostly inhibitors. actives 0.05% (n = 340,000); active means well fitted inhibition curve with a large enough effect in the signal ratio, with a control signal flat, not every such curve was filed as active; inconclusive means small, poorly fitted or top-dose-only effect, or effect the other way, or a change in a side signal; the % refers to the signal ratio;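 further: potency means the concentration at half of the fitted maximal effect; plate controls were basal doxycycline-induced cells for no effect and cells given 10 µM MG132 for full effect; MG132 reads +100%, hits lower the ratio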
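Cell line TMD8 (human ABC DLBCL), stably expressing tet-inducible CBG68-IkBa fusion and CBR; IMDM/0.5% FBS; cpd up to 46 uM; dox induction, 4 h, 37C/5% CO2; dual luminescence; green/red ratio; MG132 control.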
The depositor's hits bear a star; ? = inconclusive; nt = not tested or not shown; & = joins results of further samples; [ ] = another dose, or the depositor's remark. Unless noted, the call rests on the fitted dose curve; in most records, active means well fitted curve in the direction sought with a large enough effect; inconclusive means small, poorly fitted or top-dose-only effect, or another doubt; inactive means no such curve, though single readings can be large; an effect the other way counts as inactive or inconclusive.

SMILES	Giardia kill	Menin-MLL TR inh	B2AR arrestin	ASM inhibitor	a7 integrin act	PTAP TSG101 blk	PKM2 activator	Tb PFK inh	GALK inh	Coupling enz	BCR signal inh
CNc1sc(C(=O)c2ccccc2F)c(N)c1-c1nc2ccccc2s1	-18	?	13%	-9%	5%	-6%	-6%	3%	-2%	-4	?
COC(=O)c1ccc(C(=O)N2CCCC(CNC(=O)c3ccccc3Cl)C2)cc1 (stereo unspecified)	19	5%	0.3%	5%	6%	0%	-2%	3%	3%	5	-1%
CC(C)CCNC(=O)CN(Cc1ccccc1)C(=O)CCC(=O)Nc1nccs1	2	5%	0.0%	-4%	0%	-4%	-1%	-1%	-2%	0	-3%
CCOc1ccc(C(=O)NCc2ccco2)cc1OC	1	-27%	-0.3%	2%	?	-7%	6%	3%	-3%	-1	0%
O=C(CSc1nnc(-c2ccccn2)o1)Nc1ccccc1Cl	-1	1%	-0.3%	3%	-12%	-1%	nt	-1%	0%	0	?
CCCCC(=O)Nc1ccc2c3c(cccc13)C(=O)N2CC	-3	-13%	0.2%	-9%	?	-7%	1%	-4%	3%	-3	0%
Cc1ccc(-n2c(-c3ccco3)nc3c(cnn3-c3ccc(C)cc3)c2=O)cc1	-21	-3%	-1.7%	-4%	-4%	-4%	-1%	3%	2%	1	-7%
NC(=O)C1CCN(CCC(=O)Nc2cccc(Cl)c2)CC1	-4	-1%	0.1%	5%	-19%	-7%	-7%	1%	7%	1	-1%
COC(=O)c1cccc(C23CC4(C2)[C@H](CN(CC2CCCCC2)[C@@H]4c2ccccc2)C3c2ccccc2)c1 (stereo partly specified)	-8	1%	7.3%	-5%	7%	11%	-14%&-3%	-4%	-2%	1&1	-2%
COc1ccc(CCNC(=O)CCCOc2ccc(Cl)cc2)cc1OC	-3	-2%	0.0%	7%	9%	-1%	-16%[11.5 µM]	2%	-2%	4	-3%
O=C(COC(=O)CNC(=O)c1ccccc1)NCc1ccc2c(c1)OCO2	0	nt	0.0%	0%	-6%	-6%	nt	6%	nt	nt	?
CC(=O)c1ccc(N(CC(=O)NCc2ccc3c(c2)OCO3)C(=O)c2csnn2)cc1	10	15%	0.3%	-5%	-3%	-2%	1%	5%	-1%	1	3%
CC(C)n1ncc2c(C(=O)NCCc3ccc(F)cc3)cc(C3CC3)nc21	-2	nt	-0.3%	-11%	-18%	0%	nt	-2%	nt	nt	16%
CCSc1nc(N)c(NC(=O)c2ccc(Br)o2)c(=O)[nH]1	-9	nt	0.0%	7%	13%	-3%	nt	2%	-3%	nt	4%
CCOC(=O)C(=O)N1c2ccccc2C(N(C(=O)C(=O)OCC)c2ccccc2)CC1C (stereo unspecified)	-17	nt	-0.7%	2%	11%	0%	-1%	2%	-1%	4	-8%
CCn1c(CNC(=O)c2cccc(C)c2)nnc1SCC(=O)Nc1cccc(OC)c1	-11	7%	-0.1%	-1%	-5%	nt	1%	18%	-4%	3	-12%
COc1ccc(NC(=O)/C=C/c2ccccc2)c([N+](=O)[O-])c1	3	-7%	-0.6%	2%	-12%	-7%	-2%	0%	-4%	6	?
N#Cc1cccc(C(=O)OCC(=O)NCc2ccco2)c1	12	nt	-0.3%	2%	-1%	-6%	-1%	0%	2%	nt	0%
O=C(COc1ccc(C(=O)NCCc2ccccc2)cc1)Nc1ccccc1	12	-2%	-0.2%	3%	24%	-1%	1%	2%	0%	6	-10%
COc1ccc2c(c1OC)C(=O)N1N=C(c3ccc(Cl)cc3)CC21 (stereo unspecified)	7	-7%	-0.5%	-3%	-9%	2%	-2%	?	3%	-1	?
COc1ccc2nc(Cl)c(/C=N/Nc3ccccn3)cc2c1	-21	-14%	0.0%	25%	13%	2%	-13%	-10%	0%	-2	?
C[C@@H]1CN([C@@H](C)CO)C(=O)c2cc(NC(=O)Nc3ccc(F)cc3)ccc2O[C@@H]1CN(C)Cc1ccc(Oc2ccccc2)cc1	-5	nt	0.0%	?	-2%	2%	nt	8%	nt	nt	3%
N/C(CC1CC1(Cl)Cl)=N\OC(=O)c1ccccc1 (stereo unspecified)	-7	nt	-0.2%	4%	0%	-6%	-8%	-2%	5%	4	?
N#CC1=C(N)S[C@H](C(=O)C23CC4CC(CC(C4)C2)C3)[C@H]1c1ccncc1	10	-12%	-0.5%	1%	-34%	-6%	19%	14%	0%	-9	?
CNC(=O)/C(C#N)=C/c1c(N2CCCCCC2)nc2c(C)cccn2c1=O	-1	?	-0.7%	nt	-20%	-9%	nt	6%	3%	2	?
Remaining list, next part:
SMILES	Giardia kill	Menin-MLL TR inh	B2AR arrestin	ASM inhibitor	a7 integrin act	PTAP TSG101 blk	PKM2 activator	Tb PFK inh	GALK inh	Coupling enz	BCR signal inh
CCN1CCN(C(=O)/C=C/c2ccc(C)o2)CC1	10	-16%	-0.1%	2%	23%	-4%	-2%	6%	1%	-8	-9%
Cc1cc(-c2ccc(C)c(S(=O)(=O)Nc3ccc(S(N)(=O)=O)cc3)c2)on1	-12	22%	-0.4%	-11%	22%	-2%	nt	3%	-1%	0	-10%
CC(C)Oc1ccc(S(=O)(=O)N2CCOCC2)cc1NC(=O)C1CCCCC1	-5	nt	-0.2%	-1%	-4%	1%	nt	0%	nt	nt	6%
CCO[C@@H]1OC(C(=O)N2CCN(Cc3ccccc3)CC2)=C[C@H](C2CC2)[C@H]1CCCO	-9	?	-0.2%	6%	-3%	0%	1%	-3%	0%	3	10%
O=C(c1ccco1)N1CCN(C(=O)c2cc3sccc3n2Cc2ccccc2)CC1	9	-3%	0.0%	-4%	-12%[7.66 µM]	-13%	20%	-1%	7%	10	0%
O=C(OCCN1CCOCC1)c1ccc(O)cc1	-29	-2%	-0.2%	7%	7%	-7%	-2%	-2%	2%	0	10%
Cc1onc(-c2ccccc2)c1C(=O)NNC(=S)NC(=O)/C=C/c1ccccc1	12	?	-0.3%	10%	-5%	2%	4%	7%	nt	13	-3%
Cc1cc(C)c2cc(CN(CCO)C(c3nnnn3Cc3ccc(F)cc3)C(C)C)c(=O)[nH]c2c1 (stereo unspecified)	nt	3%	0.0%	nt	nt	nt	1%	-2%	-1%	1	?
CCN(CC)c1ccc(C(=O)N/N=C(\C)c2ccc(O)cc2)cc1	17	11%	-1.0%	0%	-13%	-3%	5%	0%	0%	2	-6%
COc1cc(NS(=O)(=O)c2ccc(Nc3nc(-c4ccccc4)cs3)cc2)nc(OC)n1	6	?	-1.1%	-14%	0%	-2%	0%	1%	0%	5	-1%
C=CCNC(=O)CCc1nnc(C2(c3ccc(Cl)cc3)CCC2)o1	-4	4%	1.0%	3%	?	2%	5%	3%	0%	5	1%
Cn1cc(S(=O)(=O)NCc2ccc(F)cc2)c(=O)n(C)c1=O	-12	nt	0.2%	1%	29%	0%	2%	1%	-1%	nt	-1%
O=C(NCCc1ccccn1)c1ccc(OC2CCN(Cc3ccccn3)CC2)cc1	9	nt	-0.4%	7%	-34%	1%	-13%	-2%	-1%	nt	6%
Cc1c(OC(C)C(=O)NCCN2CCOCC2)ccc2c3c(c(=O)oc12)CCC3 (stereo unspecified)	28	-10%	0.1%	305%[activator]	9%	-6%	3%[0.46 µM]	0%	-3%	1	0%
CCOc1ccc(NC(=O)CN2CCN(c3ccccc3C)CC2)cc1S(=O)(=O)N1CCCC1	13	nt	-0.1%	1%	1%	-1%	nt	0%	nt	nt	6%
CCOC(=O)c1ccc2c(c1)n(CC)c(/C=C/Nc1ccccc1)[n+]2CC	-5	-18%	-0.2%	82%[activator]	-64%[inhibitor]	3%	-2%	2%	3%	0	-2%
C=CCNc1nc(NCCN2CCOCC2)nc(OC)n1	2	-11%	0.0%	0%	13%	-8%	17%	-4%	4%	3	-1%
CCc1ccc(OCC(=O)N/N=C/c2ccc(OS(=O)(=O)c3ccc(C)cc3)c(OC)c2)cc1	28	4%	0.4%	-3%	18%	-4%	-6%	-2%	1%	1	-1%
COc1ccc2nc3oc(C(=O)N4CCN(c5cccc(C(F)(F)F)c5)CC4)cc3cc2c1	-13	-8%	-0.5%	-12%	10%	-1%	-2%	0%	3%	-1	-2%
CC(=O)Nc1ccc(S(=O)(=O)Nc2ccccc2C(=O)NCc2cccnc2)cc1	2	10%	-0.2%	-1%	-1%	-1%	-4%	1%	-2%	0	5%

Some of the compounds tested. The share of hits here may be higher or lower than overall.
